Screening results: PubChem BioAssay, National Center for Advancing Translational Sciences (NCATS)
HCV inhibitor: qHTS Assay for Inhibitors of Hepatitis C Virus (HCV) | Potency, µM (highest dose often 41.8 µM), for inactives: at the highest dose activity change, negative = inhibition, actives largely listed as inhibitors | hit rate 3.4% among 340,000 | Huh7.5.1 HCVcc-Cre infection, luciferase reporter, 44 h; note: potency is the fitted concentration of half-maximal effect
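Cells (1,000/well) were plated 4 h before compound, then infected with HCVcc-Cre virus (~0.5 moi). After 44 h further culture, infection was read as luciferase luminescence following a 15 min substrate incubation at room temperature.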
AMA1-RON2 inh: qHTS for Inhibitors of AMA1-RON; Towards Development of Antimalarial Drug Lead: Primary Screen. Plasmodium falciparum AMA1 (3D7) - RON2 peptide interaction. hit rate 0.2% among 360,000. AlphaScreen AMA1-biotinylated RON2 peptide binding. AID 720542, 2013. Potency, µM (titrated, usually from 58.2 µM), without a hit: at the highest dose activity change, negative = inhibition, hits mostly inhibitors;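 note: potency is the fitted concentration of half-maximal effect; 0% = vehicle wells and -100% = peptide control; nearly all actives have a fitted effect of over 45% in size; some results filed as inactive show a strong effect at the top dose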
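AMA1 (3D7) with his tag at 25 nM final met compounds first, then biotinylated RON2 peptide at 25 nM; detection used donor plus acceptor beads, 10 µg/mL apiece, read by AlphaScreen after 30 min at room temperature.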
Sm TGR inh: qHTS Assay for the Inhibitors of Schistosoma Mansoni Peroxiredoxins | Potency, µM (highest dose often 114 µM), inactives show at the highest dose activity change, negative = inhibition, most hits filed as inhibitors | purified TGR, DTNB reduction, TNB absorbance 405 nm | hit rate 3% among 360,000; note: potency is the fitted concentration of half-maximal effect; nearly all actives have a fitted effect of over 60% in size
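First, TGR (20 nM dispensed) and NADPH were mixed with compound. Second, a 15 min room-temperature incubation followed. Third, further NADPH and then DTNB were added to start the reaction. Finally, TNB absorbance was monitored kinetically.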
AmpC inh detg: qHTS Inhibitors of AmpC Beta-Lactamase (assay with detergent); Potency, µM (highest dose often 114 µM), for the others: at the top dose activity change, negative = inhibition, most hits filed as inhibitors; AmpC hydrolysis of nitrocefin, absorbance 480 nm, 0.01% Triton; hit rate 0.041% among 370,000; P00811;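 note: potency is the fitted concentration of half-maximal effect; 0% = no-compound wells and -100% = no-enzyme wells; nearly all actives have a fitted effect of over 25% in size; some results filed as inactive show a strong effect at the top dose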
Target sequence (P00811 whole entry, looked up): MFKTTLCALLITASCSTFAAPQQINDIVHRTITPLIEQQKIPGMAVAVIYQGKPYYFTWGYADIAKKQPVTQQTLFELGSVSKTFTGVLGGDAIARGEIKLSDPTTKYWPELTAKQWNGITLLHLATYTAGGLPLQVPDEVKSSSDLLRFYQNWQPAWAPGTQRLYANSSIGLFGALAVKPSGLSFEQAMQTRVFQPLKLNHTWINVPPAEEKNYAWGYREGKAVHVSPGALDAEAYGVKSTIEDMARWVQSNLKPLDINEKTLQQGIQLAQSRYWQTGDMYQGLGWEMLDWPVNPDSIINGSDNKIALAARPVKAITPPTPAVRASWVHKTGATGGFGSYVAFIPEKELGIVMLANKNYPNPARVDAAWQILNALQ
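AmpC (5.3 nM in the dispensed reagent) in 20 mM phosphate pH 7.0 with 0.01% (detergent screen) or 0.0001% Triton X-100 was preincubated with compounds for 15 min at room temperature. Nitrocefin was then added from an 800 uM solution, and hydrolysis was followed at 480 nm.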
HCMV antiviral: qHTS Assay for inhibitors of the human cytomegalovirus (HCMV) | HFF cells, HCMV-luciferase reporter, 72 h; active compounds read low | hit rate 4.5% among 410,000 | activity change, negative = inhibition, % at 57.5 µM | AID 1259415, 2018; in the data active = activity change below about -60%; inconclusive = no clear call, values can overlap the other calls; inactive = above about -39%
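Two-dose cell screen: HFF monolayers treated with compounds and infected with luciferase-expressing HCMV at 1 PFU/cell, 72 h at 37C, then lysed for luciferase measurement.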
Giardia FBPA inh: qHTS Assay for Inhibitors of Fructose-1,6-bisphosphate Aldolase from Giardia Lamblia | A8B2U2 | purified Giardia FBPA | Potency, µM (doses to about 59.6 µM), for inactives: at the highest dose activity, negative = inhibition, usual class: inhibitors | hit rate 0.71% among 290,000 | AID 2451, 2010; note: potency is the fitted concentration of half-maximal effect; nearly all actives have a fitted effect of over 55% in size
Target sequence (A8B2U2 whole entry, looked up): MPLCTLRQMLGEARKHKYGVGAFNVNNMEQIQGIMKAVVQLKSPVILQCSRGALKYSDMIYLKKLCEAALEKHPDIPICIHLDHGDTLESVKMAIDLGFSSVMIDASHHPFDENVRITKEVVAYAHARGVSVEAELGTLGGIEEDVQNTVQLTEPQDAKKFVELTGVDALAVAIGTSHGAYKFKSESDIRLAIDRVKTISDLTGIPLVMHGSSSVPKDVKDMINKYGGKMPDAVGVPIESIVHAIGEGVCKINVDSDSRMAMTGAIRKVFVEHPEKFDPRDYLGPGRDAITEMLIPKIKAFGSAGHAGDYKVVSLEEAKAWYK
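40 nM FBPA preincubated 10 min at RT with compound (up to 57.5 uM final), then substrate plus GAPDH/TPI/NAD/arsenate coupling and diaphorase/resazurin added. Fluorescence read after 20 min at RT, 525/598 nm.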
* hit, by the source's call; ? = inconclusive; / = not tested or not shown; & = joins results of further samples; [ ] = another dose, or the depositor's remark. Unless noted, calls come from the whole dose curve; as a rule, active = well fitted curve in the direction sought with a large enough effect; inconclusive = small, poorly fitted or top-dose-only effect, or another doubt; inactive = no such curve, though single readings can be large; an effect the other way counts as inactive or inconclusive. Unless noted, % is set by controls: 0 for no effect and ±100 for the full control effect.

SMILES	HCV inhibitor	AMA1-RON2 inh	Sm TGR inh	AmpC inh detg	HCMV antiviral	Giardia FBPA inh
CC(C)(O)CC[C@@H](O)[C@](C)(O)C1CC[C@@]2(O)C3=CC(=O)[C@@H]4C[C@@H](O)[C@@H](O)C[C@]4(C)C3CC[C@]12C (some centres undefined)	7%[8.37 µM]	7%	/	/	-17	/
CC(=NCCCn1ccnc1)c1c(O)n(C2CCCCC2)c(=O)[nH]c1=O	6%	2%	4%	0%	-36	-2%
CCC(CC)C(=O)Nc1ccc(S(=O)(=O)N2CCC(c3nc4ccccc4s3)CC2)cc1	/	/	0%	28%	7	/
Clc1cccc(CN2CCCCCC2)c1Cl	11%	-16%	76%[activator]	?	-13	?
CC1CCN(C(=O)C2CCN(S(=O)(=O)c3cccc4nsnc34)CC2)CC1	12%	-2%	1%	?	-30	5%
CCc1ccccc1NC(=S)N(Cc1cccs1)C1CCCC1	-5%	-10%	10%	7%	-18	5%
COc1ccccc1N(CC(O)Cn1c2ccccc2c2ccccc21)S(=O)(=O)c1ccccc1 (centres undefined)	?	-15%	7%	2%	-11	-6%
CSc1nc2ccccc2n1CC(=O)N1CCCCC1	9%	-1%	-1%	-11%	-10	19%
CN(Cc1cn(Cc2ccccc2)nc1-c1ccc2c(c1)OCO2)Cc1nccn1C	-11%	-19%	-5%	5%	-6	2%
CC1CCC(NS(=O)(=O)c2ccc(Cl)nc2)CC1 (centres undefined)	-5%	-8%	-9%	0%	-17	/
Cc1cc(C)n(-c2nc(NCC3CCCO3)c3c4c(sc3n2)COC(C)(C)C4)n1 (centres undefined)	?	0%	-6%	-7%	-29	0%
Cc1ccc(CNC(=O)CSc2nc3ccccc3c3nc(C)nn23)cc1	/	/	4%	3%	/	3%
COC(=O)c1cc(C(=O)c2cccc(Cl)c2Cl)cn1C	-14%	-1%	1%	-7%	?	-1%
COCC1CCN(C(=O)c2oc3c(F)cccc3c2C)C1 (centres undefined)	-5%	-4%	8%	0%	12	-4%
Cc1cc(/C=N/Nc2ccc([N+](=O)[O-])cn2)c(C)n1-c1ccccc1	-28%	40%[activator]	-27%	0%	-11	-9%

In the list so far, these have a halogen.
SMILES	HCV inhibitor	AMA1-RON2 inh	Sm TGR inh	AmpC inh detg	HCMV antiviral	Giardia FBPA inh
Clc1cccc(CN2CCCCCC2)c1Cl	11%	-16%	76%[activator]	?	-13	?
CC1CCC(NS(=O)(=O)c2ccc(Cl)nc2)CC1 (centres undefined)	-5%	-8%	-9%	0%	-17	/
COC(=O)c1cc(C(=O)c2cccc(Cl)c2Cl)cn1C	-14%	-1%	1%	-7%	?	-1%
COCC1CCN(C(=O)c2oc3c(F)cccc3c2C)C1 (centres undefined)	-5%	-4%	8%	0%	12	-4%

Additional entries
SMILES	HCV inhibitor	AMA1-RON2 inh	Sm TGR inh	AmpC inh detg	HCMV antiviral	Giardia FBPA inh
CCN(C(=O)COc1cc(OC)ccc1C(C)=O)C1CCS(=O)(=O)C1 (centres undefined)	?	0%	0%	-7%	0	/
CC(C)OCCCNC(=O)C1CCC(CNS(=O)(=O)c2ccc(Cl)cc2)CC1 (centres undefined)	3%	9%	-7%	?	10	1%
Cc1ccc(/C([O-])=C(/C(=S)NCCN2CCOCC2)[n+]2ccccc2)cc1[N+](=O)[O-]	0%	14%	-5%	4%	10	-18%
CCOc1ccc(C(=S)NC2CCCCC2)cc1OCC	-24%	-1%	-27%	3%	-8	6%
CCC1(c2ccccc2)NC(=O)N(C)C1=O (centres undefined)	-6%	12%	-3%	-16%	55	-5%
COc1cc(C(=O)N2CCCCC2)ccc1OCC(=O)Nc1ccc(F)cc1	?	4%	-8%	-3%	7	/
Cc1ccc(S(=O)(=O)Nc2ccccc2C(=O)Nc2nc(-c3ccc(F)cc3)cs2)cc1	6.3µM*	-4%	-8%	?	-103*	1%
CCC(=O)Nc1ccc(C(=O)Nc2c[nH]c(=O)[nH]c2=O)cc1	7%	1%	3%	-11%	-25	2%
O=C(CSc1nccn1-c1ccc(Cl)cc1)Nc1ccc2c(c1)OCO2	?	-25%	5%	6%	-23	18%
COCCN(C(=O)CSc1ccc2c(c1)OCCO2)c1c(N)n(CC(C)C)c(=O)[nH]c1=O	0%	15%	/	/	7	/
Cc1ccc(CN=C(Nc2ccccc2)NC2CCCCC2)cc1	-2%	-8%	6%	2%	-21	-1%
COc1ccc(-n2c(Cc3cc(=O)[nH]c(=O)[nH]3)nnc2SCC(=O)Nc2cc(C(F)(F)F)ccc2Cl)cc1	2%	14%	6%	0%	54	-8%
CCc1cc2c(N3CCN(c4ccccc4)CC3)ncnc2s1	8.9µM*	-21%	6%	3%	-70*	0%
O=C(NCCc1csc(-c2ccccc2)n1)c1ccccc1F	?	-4%	12%	14%	?	18%
CC(C)Cc1nc(SCC(=O)N2CC(C)OC(C)C2)c2c(=O)n(C)c(=O)n(C)c2n1 (centres undefined)	-13%	0%	2%	?	5	/

An excerpt from above, showing only AMA1-RON2 inh, Giardia FBPA inh and Sm TGR inh:
SMILES | AMA1-RON2 inh | Giardia FBPA inh | Sm TGR inh
Cc1ccc(CN=C(Nc2ccccc2)NC2CCCCC2)cc1 | -8% | -1% | 6%
CCc1cc2c(N3CCN(c4ccccc4)CC3)ncnc2s1 | -21% | 0% | 6%

Other structures:
SMILES	HCV inhibitor	AMA1-RON2 inh	Sm TGR inh	AmpC inh detg	HCMV antiviral	Giardia FBPA inh
O=C(O)c1cccc(NS(=O)(=O)c2cccc3cccnc23)c1	9%	-7%	0%	?	-24	17%
O=C(COC(=O)CNS(=O)(=O)c1ccc(Br)cc1Cl)NC1CCCC1	2%	0%	-7%	?	1	/
O=C(NCCc1ccccc1)C(=O)NCC1OCCN1S(=O)(=O)c1cccs1 (centres undefined)	/	16%	6%	-7%	1	/
CCSC1=NCCN1S(=O)(=O)c1ccccc1	26%	-7%	1%	-1%	-16	-12%
CCOC(=O)c1c(C)[nH]c(C(=O)C(Cc2ccccc2)N(C)C)c1C (centres undefined)	-4%	-17%	-11%	-3%	34	8%
C/C(=N\NC(=O)c1csc(C)c1C)c1ccc(C)s1	-10%	17%	0%	-9%	-26	-8%
O=C(Oc1ccc2c(-c3ccccc3)cc(=O)oc2c1)c1cccs1	8%	-13%	-3%	?	-67*	4%
CCOC(=O)c1sc(N2C(=O)c3oc4cc(C)c(C)cc4c(=O)c3C2c2cccc(O)c2)nc1C (centres undefined)	/	/	0%	-2%	-5	/
Cc1cc(C)c2nc(NC(=O)c3ccc(S(=O)(=O)N4CCC(C)CC4)cc3)sc2c1	/	/	3%	16%	-3	/
COc1ccc2[nH]c3c(=O)n(/N=C/[C@H]4C(C)C=C(C)CC4C)c(=O)[nH]c3c2c1 (some centres undefined)	?	-4%	1%	3%	-80*	-12%
Cc1ccc(-c2nnc(SCC(C)C)n2C)cc1	-3%	0%	11%	2%	26	/
CCOc1cccc(NC(=O)/C(C#N)=C\c2cn(CC(=O)O)c3ccccc23)c1	-4%	-2%	5%	-3%	37	-2%
O=C(NN(c1ccccc1)c1ccccc1)c1ccccc1F	9%	-3%	-9%	-5%	-17	7%
COCCNc1nnc(SCC(=O)NC(=O)c2ccccc2)s1	5%	-4%	2%	-19%	3	/
C=CCOc1c(CNc2nccs2)cccc1OCC	-6%	19%	-2%	?	19	2%
CCOC(=O)C1=CN(Cc2cccc(F)c2)S(=O)(=O)N(C)C1c1ccc2ccccc2c1 (centres undefined)	11µM*	-13%	/	/	-26	/
CCCOC(=O)c1[nH]c2c(c1C)C(=O)CC(c1cccs1)C2 (centres undefined)	?	15%	2%	?	-91*	6%
O=C(NCCc1ccc(C(F)(F)F)cc1)C1CCC(=O)N(CCCN2CCCC2=O)C1 (centres undefined)	6%	4%	41%[activator]	-14%	11	5%
Cc1ccc(C)c(N2CCN(C(=O)CCNS(=O)(=O)c3ccc4c(c3)oc(=O)n4C)CC2)c1	?	0%	6%	-8%	?	7%
CCC1=C(OC(=O)N(CC)CC)N2C(=O)OC(=NCC(=O)OC)[C@]2(C)[C@H]2C1=CC[C@H]1C(=O)N(C)C(=O)[C@H]12	14%	-2%	3%	-3%	8	6%&0%
COc1ccc(C2=NNC(=O)CC2)cc1	-5%	5%	-11%	-4%	?	-3%
Cc1ccc2c(c1C)C(=O)C(=O)N2	3%	0%	/	/	42	/
O=C(Nc1sc2c(c1C(=O)O)CCC2)c1ccc(F)cc1	3%	10%	-7%	-3%	31	14µM*
COc1ccc2nc(NC(=O)Nc3ccccc3OC)sc2c1	?	-2%	2%	-6%	64	4%
COc1ccccc1NC(=O)C1=C(C)Nc2c(C(=O)Nc3ccc(F)cc3)cnn2C1c1cccc([N+](=O)[O-])c1 (centres undefined)	/	/	-2%	-6%	-22	/
O=C(COc1ccc(Cl)cc1)N1CCN(c2cccc(C(F)(F)F)c2)CC1	-3%	15%	12%	-14%	26	-1%
O=C(COc1cc2oc(=O)c3c(c2cc1Cl)CCCC3)NCc1cccnc1	?	12%	-2%	4%	?	/
CC1(C)C2CCC(C2)C1(C)NC(=O)CN1CCN(Cc2ccccc2)CC1 (centres undefined)	8%	-23%	9%	4%	-32	16µM*
COc1ccc2oc(=O)c(/C(N)=N/NC(=O)c3ccncc3)cc2c1	8%	59%[activator]	1%	1%	-37	-1%
CCCc1cc(=O)[nH]c(SCC(=O)N2CCN(S(=O)(=O)c3ccc(Cl)cc3)CC2)n1	4%	-6%[2.32 µM]	3%	-3%	-13	0%
O=C(COC(=O)c1ccc(Br)o1)Nc1ncc(Cl)cc1Cl	-2%	30%	?	7%	?	-2%
O=C(COc1ccc(Cl)cc1)OCC(=O)N1CCCC1	24%	17%	-1%	-9%	13	4%
COc1ccc(CN(C)C(=O)C2CCN(C(=O)Nc3ccccc3)CC2)cc1	-3%	12%	-1%	?	-13	/
CCOc1ccc(C(=O)NCC(c2ccc3c(c2)OCO3)N2CCN(C)CC2)cc1 (centres undefined)	/	/	12%	-2%	0	/
CC(Sc1ccccc1)C(=O)NN=C1CCCCCCC1 (centres undefined)	20%	7%	-5%	2%	-1	2%
COC(=O)C(Cc1ccccc1)N1CCS(=O)(=O)CC1 (centres undefined)	-6%	-12%	/	3%	-69*	1%
CCCCOC(=O)C1=C(C)NC(=O)NC1c1ccccc1 (centres undefined)	5%	20%	9%	-5%	2	6%
C[C@H]1COC(=O)[C@@H](Cc2ccc(F)cc2)C/C=C\C[C@@H](CC(=O)N[C@@H](CO)Cc2ccccc2)C(=O)N1	19%	4%	/	/	-15	/
Cc1ccc(NC(=O)Nc2nnc(N3CCCC3)s2)cc1C	/	/	-7%	-5%	8	/
COc1ccc(Cc2nnc(-c3cccc(C)c3)o2)cc1OC	-15%	9%	4%	9%	/	-2%
NC(CSCc1ccccc1Cl)C(=O)O (centres undefined)	16%	28%	16µM*	-5%	-22	-13%
Cc1ccc(N2C(N)=NC(N)=NC2(C)C)c(C)c1	20%	-1%	-1%	-5%	-24	-3%
